Nrf2 activator = qHTS of Nrf2 Activators; AID 624171, 2012; 410,000 tested, 0.31% active; Potency, µM (doses to about 46.1 µM), for inactives: at the highest dose activation, most hits filed as activators; AREc32 ARE-luciferase reporter (MCF7-derived line), luminescence, 24 h; further: % of control where 0% means no effect; nearly all actives have a fitted effect of over 65% in size
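Quantitative high-throughput format: AREc32 reporter cells, 1000 per well, received compound by pin transfer and were incubated 24 hr at 37 deg C, 5% CO2, before Steady-Glo luminescence detection.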
MCF10A rerep = A quantitative high throughput screen for small molecules that induce DNA re-replication in MCF 10a normal breast cells; Potency, µM (series often up to 46.1 µM), without a hit: top-dose activity, positive = re-replication, most hits filed as activators; MCF 10A DNA re-replication, Hoechst nuclear intensity, 48 h; AID 624296, 2012; 350,000 tested, 2.9% active; further: % of control where 0% means no effect; nearly all actives have a fitted effect of over 50% in size
EPAC2 antag = qHTS for Antagonist of cAMP-regulated guanine nucleotide exchange factor 2 (EPAC2): primary screen | EPAC2 GEF exchange of Rap1B-BODIPY-GDP, fluorescence | AID 720708, 2013 | 360,000 tested, 0.18% active | Potency, µM (highest dose often 114 µM), without a hit: at the top dose activity, negative = inhibition, most hits filed as inhibitors; further: on the % scale 0 is the no-effect control and ±100 the full control effect; nearly all actives have a fitted effect of over 45% in size; many of its hits are not listed in these tables
Target sequence (Q8WZA2 whole entry, looked up): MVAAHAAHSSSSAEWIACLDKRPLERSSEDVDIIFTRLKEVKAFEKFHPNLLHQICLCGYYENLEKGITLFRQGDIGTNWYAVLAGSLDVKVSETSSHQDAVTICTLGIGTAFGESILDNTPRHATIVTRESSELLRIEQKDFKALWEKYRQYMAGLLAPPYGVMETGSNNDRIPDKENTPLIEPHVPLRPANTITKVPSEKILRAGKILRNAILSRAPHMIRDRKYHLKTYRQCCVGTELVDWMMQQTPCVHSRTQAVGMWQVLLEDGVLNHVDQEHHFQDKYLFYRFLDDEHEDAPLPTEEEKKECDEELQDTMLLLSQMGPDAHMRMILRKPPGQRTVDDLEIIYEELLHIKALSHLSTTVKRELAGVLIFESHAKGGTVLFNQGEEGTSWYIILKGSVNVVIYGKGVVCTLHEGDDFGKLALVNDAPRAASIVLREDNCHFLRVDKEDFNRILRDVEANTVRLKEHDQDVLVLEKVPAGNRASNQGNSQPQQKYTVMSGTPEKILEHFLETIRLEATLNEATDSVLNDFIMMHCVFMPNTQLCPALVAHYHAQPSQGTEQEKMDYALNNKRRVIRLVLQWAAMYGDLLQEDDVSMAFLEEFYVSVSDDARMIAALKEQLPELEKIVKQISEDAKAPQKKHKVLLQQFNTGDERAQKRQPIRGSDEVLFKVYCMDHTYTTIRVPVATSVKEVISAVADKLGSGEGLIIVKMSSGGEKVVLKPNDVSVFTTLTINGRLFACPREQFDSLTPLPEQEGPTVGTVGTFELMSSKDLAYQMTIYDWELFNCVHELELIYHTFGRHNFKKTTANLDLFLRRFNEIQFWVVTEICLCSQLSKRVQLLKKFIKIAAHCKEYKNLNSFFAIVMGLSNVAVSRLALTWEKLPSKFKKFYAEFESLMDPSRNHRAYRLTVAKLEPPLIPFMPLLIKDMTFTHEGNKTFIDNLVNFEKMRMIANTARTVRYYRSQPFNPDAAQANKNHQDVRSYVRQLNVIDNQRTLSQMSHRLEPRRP
ATXN viability = Viability Counterscreen for Primary qHTS for Inhibitors of ATXN expression. S2 cells (HEK-293 line with an ATXN2-luciferase reporter) viability, CellTiter-Fluor protease fluorescence, 24 h. Potency, µM (doses to about 56.7 µM), hits mostly cytotoxic. 400,000 tested, 0.49% active; further: nearly all actives have a fitted effect of over 40% in size
HepG2 viability = qHTS for Inhibitors of TGF-b: Cytotox Counterscreen; 410,000 tested, 0.76% active; AID 588856, 2011; Potency, µM (top dose mostly 46.1 µM), inactives show at the top dose activity change, negative = cytotoxicity, most hits filed as cytotoxic; HepG2 CAGA-GFP viability, ATP luminescence, 18 h; further: some results filed as inactive show a strong effect at the top dose
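HepG2 CAGA-GFP cells (1000/well, DMEM with 1% FBS) received compound, then TGF-beta at 500 pg/mL final, and were incubated 18 hours at 37 degrees C. Viability was read by CellTiter-Glo luminescence. Media-only wells were set as complete cell-killing and DMSO as no toxicity.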
A549 viability = Nrf2 qHTS screen for inhibitors: counterscreen for cytotoxicity; A549 ARE-Fluc cells, CellTiter-Fluor viability, 18-24 h; Potency, µM (highest dose often 46 µM), without a hit: top-dose activity change, negative = cytotoxicity, most hits filed as inhibitors; 390,000 tested, 0.16% active; AID 504648, 2011; further: on the % scale 0 is the no-effect control and ±100 the full control effect
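A549 ARE_Fluc cells in 5% FBS OPTI-MEM were exposed to compounds in concentration-response for 18-24 h at 37 deg C. Viability was read by CellTiter-Fluor fluorescence (Ex 405/Em 525) after 30 min, before the luciferase read.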
ATXN2 expr inh = Primary qHTS for Inhibitors of ATXN expression. HEK-293 ATXN2-luciferase reporter, luminescence, 24 h. Potency, µM (top dose mostly 57 µM), for the others: at the highest dose activity change, negative = inhibition, actives largely listed as inhibitors. 360,000 tested, 0.72% active. AID 1745845, 2022; further: on the % scale 0 is the no-effect control and ±100 the full control effect; nearly all actives have a fitted effect of over 55% in size
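ATXN2-luciferase reporter cells (luciferase flanked by upstream and downstream ATXN2 gene portions) were treated 24 h at 37 °C with compounds at up to 57 uM. SteadyGlo luminescence gave expression; GF-AFC fluorescence gave viability.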
Nrf2 block = Nrf2 qHTS screen for inhibitors; A549 ARE-Fluc reporter, luciferase luminescence, 18-24 h; Potency, µM (highest dose often 46 µM), without a hit: top-dose activity change, negative = inhibition, hits mostly inhibitors; 360,000 tested, 2.1% active; AID 504444, 2011; further: on the % scale 0 is the no-effect control and ±100 the full control effect; nearly all actives have a fitted effect of over 60% in size
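In this cell-based qHTS, ARE-driven firefly luciferase in A549 cells reports Nrf2 activity; the luminescent signal after BugLite lysis is the measured value, with a prior CellTiter-Fluor read for cell health.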
TGFb inhibitor = qHTS for Inhibitors of TGF-b; Potency, µM (doses to about 46.1 µM), for the others: at the highest dose activity, negative = inhibition, most hits filed as inhibitors; AID 588855, 2011; 410,000 tested, 1.2% active; HepG2 CAGA-GFP TGF-b/SMAD3 reporter, GFP fluorescence, 18 h; TGF-beta stimulated, 500 pg/mL final; further: on the % scale 0 is the no-effect control and ±100 the full control effect; nearly all actives have a fitted effect of over 65% in size
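Per well, imaged GFP fluorescence of HEPG2 CAGA-GFP cells gives the signal; cells get compound, then TGF-beta (500 pg/mL final), 18 h at 37 degrees C; %Activity versus -TGF-beta and +DMSO controls.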
Starred values were filed as active, the others as inactive; i = inactive; ? = inconclusive; · = not tested or not shown; & = joins results of further samples; ! = not active in a repeat; [ ] = remark or other dose. The call rests on the fitted dose curve; in most records, active means well fitted curve in the direction sought with a large enough effect; inconclusive means small, poorly fitted or top-dose-only effect, or another doubt; inactive means no such curve, though single readings can be large; an effect the other way counts as inactive or inconclusive. Potency means the concentration at half of the fitted maximal effect. Not all compounds are listed, so the mix of outcomes need not match the whole.

SMILES	Nrf2 activator	MCF10A rerep	EPAC2 antag	ATXN viability	HepG2 viability	A549 viability	ATXN2 expr inh	Nrf2 block	TGFb inhibitor
COc1cccc(C2c3cc4c(cc3OC(N3CCOCC3)C2C)OCO4)c1O (configuration not stated)	-0.4%	?	6%	?	-5%	-12%	-29%	1%	?
Fc1cccc(CN2CCC(Cc3ccccc3)CC2)c1	-0.6%	1%	-7%	?	-1%	1%	·	14%	7%
Cc1nnc(N2C(=O)C(O)=C(C(=O)c3ccco3)C2c2ccc(C(C)(C)C)cc2)s1 (configuration not stated)	0.3%	?	-5%	i	-19%	-25%	-6%	?	20%
COc1ccc(CCN2C(=O)CSC2=Nc2ccc(C(C)C)cc2)cc1OC	2.6%	16µM*	-27%	i	-11%	-21%	-47%	16µM*	?
O=C(NCc1ccncc1)/C(=N/O)c1ccccc1	0.4%	-2%	4%	i	17%	7%	11%	?	4%
C=CCN=C1SC(C)C(=O)N1S(=O)(=O)c1ccccc1 (configuration not stated)	-0.6%	-10%	-7%	i	-2%	-6%	-1%	-3%	26%
CCC(C)N1CC23C=CC(O2)C(C(=O)OCc2ccccc2)C3C1=O (configuration not stated)	-0.8%	-2%	3%	i	-9%	-16%	-19%	3%	1%
O=S(=O)(N/N=C\c1ccc2c(c1)OCO2)c1ccccc1	-0.4%	-2%	1%	i	5%	1%	4%	2%	0%
COCCSc1ccccc1C(=O)N1CCN(Cc2ccccc2)CC1	-0.1%	4%	12%	i	2%	-2%	-11%	3%	6%
Cc1ccc(CN(c2ccc(C(=O)N3CCc4ccccc4C3)cc2)S(C)(=O)=O)cc1	0.4%	2%	-4%	i	1%	-16%	-10%	·	-9%
CCOC(=O)N1CCN(C(=O)c2ccc(C)c(S(=O)(=O)Nc3ccccc3)c2)CC1	0.4%	?	-2%	i	-19%	-9%	0%	·	16%
CCCC(=O)NC(=S)Nc1sc2c(c1C(N)=O)CCC2	-0.3%	2%	5%	i	3%	-1%	15%	5%	-5%
CC(C)n1c(=N)c(C(=O)NCCc2ccccc2)cc2c(=O)n3ccccc3nc21	-0.9%	13µM*	2%	·	-33%	?	-24%	3%	-9%
CCc1ccc(NC(=O)Cn2c(=O)n(CCCC(=O)NCc3ccc4c(c3)OCO4)c(=O)c3ccccc32)cc1	-1.2%	·	·	i	-19%	-1%	5%	-15%	0%
Cc1ccc(NS(=O)(=O)c2ccc(CCC(=O)O)cc2)cc1	-0.5%	4%	4%	i	0%	-4%	-3%	?	-4%
CC(C(=O)N1CCc2ccccc21)N1CCN(S(=O)(=O)c2cccc(C(F)(F)F)c2)CC1 (configuration not stated)	0.0%	-3%	-8%	?	-18%	2%	4%	-79%	?
CCc1nnc(NC(=O)CCN2C(=O)c3ccccc3C2=O)s1	-0.3%	3%	2%	i	6%	19%	17%	18%	11%
O=C1CCN(S(=O)(=O)c2ccccc2)CCN1CCOCc1ccc(Cl)cc1	0.5%	-22%	-5%	i	-13%	-1%	-14%	-13%	-80%
O=c1[nH]cnc2ncc(-c3ccc(O)cc3)nc12	-0.6%	-1%	1%	i	13%	1%	-10%	-7%	-6%
COc1ccc(/C=N/Nc2ccccc2C(=O)O)cc1Cn1cc([N+](=O)[O-])cn1	2.9%	1%	-3%	i	-13%	5%	33%	2%	0%
CC(=O)N/C(=C/c1ccccc1)C(=O)N1CCCCC1	2.7%	-1%	21%	i	-7%	4%	3%	29%	1%
O=C(/C=C/c1ccc2c(c1)OCO2)N1CCN(c2ccccc2F)CC1	3.0%	14%	-5%	i	-13%	0%	6%	-11%	-8%
COc1ccc(S(=O)(=O)NCCC(=O)NC2CCCCC2C)cc1[N+](=O)[O-] (configuration not stated)	-0.1%	-19%	3%	i	-28%	8%	-13%	1%	-6%
Cc1cccc(NC(=O)CNC(=O)CCNC(=O)c2ccc(C(C)(C)C)cc2)c1C	-0.4%	?	2%	i	3%	0%	·	3%	-7%
C=CCC1c2cccc(C(=O)OC)c2C(=O)N1c1ccccc1 (configuration not stated)	-0.3%	6%	-4%	i	0%	5%	0%	6%	-4%
SMILES	Nrf2 activator	MCF10A rerep	EPAC2 antag	ATXN viability	HepG2 viability	A549 viability	ATXN2 expr inh	Nrf2 block	TGFb inhibitor
NC(=NCCCCCCN=C(N)/N=C(\N)Nc1ccc(Cl)cc1)/N=C(\N)Nc1ccc(Cl)cc1	-0.5%&-2.8%&-0.9%	?	?	32µM*!	-28%&-77%&4%	?	20µM*!	23µM*!	?
Cc1nc(CCNC(=O)CC2C(=O)NCCN2CC(C)C)nc2c1CCC2 (configuration not stated)	-0.6%	-1%	-5%	i	-45%	1%	-1%	-8%	6%
COc1cccc(-c2cnc(C(O)c3ccc(CN4CCCC4)cc3)[nH]2)c1 (configuration not stated)	-0.9%	·	16%	i	6%	·	12%	·	-6%
Cc1cccc(N2CCN(C(=O)c3sc4nc5n(c(=O)c4c3C)CCC5)CC2C)c1 (configuration not stated)	-1.3%	·	·	·	-10%	-27%	·	-15%	?
COc1ccc(CNC(=O)C2CC(c3ccccc3C(F)(F)F)=NO2)cc1 (configuration not stated)	-0.2%	-13%	-13%	i	0%	-2%	1%	-15%	-30%
O=C(Nc1ccccc1N1CCCCC1)c1ccc2nccnc2c1	5.4%	21µM*	-10%	i	-16%	0%	2%	?	-2%
CC(=O)c1cccc(OC(=O)c2ccc3c(=O)n4c(nc3c2)CCC4)c1	2.0%	3%	15%	i	-5%	0%	3%	22%	-4%
Cc1sc(NC(=O)CSc2nc(O)cc(=O)[nH]2)nc1-c1ccccc1	-0.5%	1%	-2%	i	5%	2%	3%	7%	-22%
Cc1ccc(CN2CCN(CC(=O)N/N=C/c3c[nH]c4ccccc34)CC2)cc1	-0.5%	-13%	-10%	i	2%	1%	5%	9%	-5%
CCc1ccc2c(CN(CC)Cc3nc4ccccc4c(=O)[nH]3)cc(=O)oc2c1	0.0%	0%	6%	i	0%	-1%	0%	?	-6%
Cc1cc([N+](=O)[O-])ccc1NC(c1nnc(-c2ccccc2)o1)c1ccccc1F (configuration not stated)	1.5%	·	·	i	8%	0%	9%	?	9%
COc1ccc(N2C(=O)CC(NC3CC3)C2=O)cc1 (configuration not stated)	-1.0%	1%	4%	i	10%	-25%	2%	-4%	-10%
CCc1ccc(CN2CCCC(C(=O)N3CCCCC3)C2)cc1 (configuration not stated)	0.2%	8%	15%	i	-15%	4%	-21%	?	-9%
COc1ccc(OC)c(/C=C/C(=O)NCCc2nc3ccccc3[nH]2)c1	3.0%	-1%	-5%	i	-16%	2%	-4%	16%	-9%
CCc1cccc(C)c1NC(=O)CCCN1C(=O)CN(C)C1=O	-1.0%	-4%	12%	i	-2%	-10%	-13%	8%	?
O=C(Nc1nccs1)[C@@H]1CCCN1S(=O)(=O)c1ccccc1F	0.1%	6%	9%	i	0%	1%	7%	-6%	-6%
Nc1c(C(=O)Nc2ccc(C(=O)O)cc2)sc2nc3c(cc12)CCCC3	-1.2%	·	·	i	14%	1%	82%[activator]	?	-8%
COc1ccc(C2CC(c3ccccc3)=NN2c2ccccc2)c(C(=O)O)c1OC (configuration not stated)	0.0%	18µM*	-4%	·	-14%	4%	-22%	-12%	-2%
CC(=O)N1c2ccc(S(=O)(=O)N(C)Cc3ccccc3)cc2CC1C (configuration not stated)	0.1%	?	-6%	i	-2%	3%	-5%	?	-6%
c1ccc(CSc2nnnn2-c2ccccc2)cc1	0.3%	3%	3%	?	4%	-4%	14%	-2%	0%
CC1CCCCC1NC(=O)Cn1cnc2sccc2c1=O (configuration not stated)	1.4%	-2%	19%	i	17%	0%	9%	4%	-1%
CCOC(=O)c1cnn(-c2ccc(NS(=O)(=O)c3ccc(Cl)cc3)cc2)c1C(F)(F)F	-0.8%	?	-11%	i	-36%	2%	-39%	-21%	0%
O=C(COc1ccc(F)cc1)Nc1nnc(C2CC2)s1	0.8%	-18%	4%	i	-2%	0%	17%	3%	8%
Cc1cc(NCCCN(C)C)n2nc(-c3cccs3)cc2n1	4.2%	1%	7%	i	8%	-1%	8%	·	-13%
CC1(C)Cc2c(c(N3CCOCC3)nc3sc(-c4ccc(C(=O)O)o4)c(N)c23)CO1	2.7%	?	-2%	i	43%	2%	-10%	·	-14%
Cc1ccc(-c2nn(-c3ccccc3)cc2/C=C/C(=O)Nc2cccc(S(N)(=O)=O)c2)cc1	-0.4%	13µM*	4%	?	-50%	-24%	·	?	?
CCCc1cc(=O)[nH]c(SCC(=O)Nc2ncc(S(=O)(=O)c3ccc([N+](=O)[O-])cc3)s2)n1	2.4%	13%	8%	i	-8%	-5%	·	-18%	?
S=C(NCc1ccco1)N1CCN(Cc2ccco2)CC1	0.1%	-1%	4%	?	-2%	·	17%	1%	-1%
COc1cc(NS(=O)(=O)c2ccc(NC(=S)Nc3ccccc3)cc2)nc(OC)n1	-0.8%	3%	-6%	i	-1%	-3%	5%	-4%	-12%

A different layout for four compounds above:
molecule: COc1ccc(CNC(=O)C2CC(c3ccccc3C(F)(F)F)=NO2)cc1 (configuration not stated)
  Nrf2 activator = -0.2%
  MCF10A rerep = -13%
  EPAC2 antag = -13%
  ATXN viability = i
  HepG2 viability = 0%
  A549 viability = -2%
  ATXN2 expr inh = 1%
  Nrf2 block = -15%
  TGFb inhibitor = -30%
molecule: Cc1ccc(CN2CCN(CC(=O)N/N=C/c3c[nH]c4ccccc34)CC2)cc1
  Nrf2 activator = -0.5%
  MCF10A rerep = -13%
  EPAC2 antag = -10%
  ATXN viability = i
  HepG2 viability = 2%
  A549 viability = 1%
  ATXN2 expr inh = 5%
  Nrf2 block = 9%
  TGFb inhibitor = -5%
molecule: S=C(NCc1ccco1)N1CCN(Cc2ccco2)CC1
  Nrf2 activator = 0.1%
  MCF10A rerep = -1%
  EPAC2 antag = 4%
  ATXN viability = ?
  HepG2 viability = -2%
  A549 viability = ·
  ATXN2 expr inh = 17%
  Nrf2 block = 1%
  TGFb inhibitor = -1%
molecule: Nc1c(C(=O)Nc2ccc(C(=O)O)cc2)sc2nc3c(cc12)CCCC3
  Nrf2 activator = -1.2%
  MCF10A rerep = ·
  EPAC2 antag = ·
  ATXN viability = i
  HepG2 viability = 14%
  A549 viability = 1%
  ATXN2 expr inh = 82%[activator]
  Nrf2 block = ?
  TGFb inhibitor = -8%
